Source: PubChem BioAssay
iPSC survival up: enhancers of single-cell hiPSC survival, primary screen, ATPlite luminescence; 100% = ROCK inhibitor wells, 0% = DMSO; survival enhancement, % at 20 µM; actives 0.044% (n = 360,000); AID 602274, 2012; in the data active = survival enhancement above about 18%;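 also: cells exposed to compounds for 16 hours before the ATP read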
KKLEB tox: cytotoxicity in KKLEB CF airway cells, primary screen, cytotoxicity control for CF NF-kB inhibitor project, cell-based, uHTS, fluorescence assay plates | AID 602141, 2011 | activity change (cytotoxicity), % at 5 µM | actives 0.36% (n = 360,000) | KKLEB CF airway cells viability, ATPlite luminescence, overnight; active compounds read low; cells stimulated with P. aeruginosa culture filtrate;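 active = corrected activity change at or below -50% at 5 µM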
Shn3 inh set2: reduction of Shn3 3'UTR firefly luciferase signal, primary screen, Schnurri-3 inhibitor project, cell-based, Clone20 osteoblasts, set 2 | inhibition, % at 12.5 µM | actives 0.52% (n = 360,000) | Clone20 osteoblast Shn3 3'UTR firefly luciferase, 24 h | AID 588674, 2011;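 active = mean inhibition of at least 75% with every replicate also reaching 75%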;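 also: 0% = median of neutral control wells and 100% = pilot-screen positive control compound; some compounds past the cut are filed as inactive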
CF NFkB inh: inhibitors of PAF-induced NF-kB signaling, primary screen, cell-based, GFP fluorescence, uHTS; actives 0.86% (n = 360,000); inhibition, % at 5 µM; KKLEB NF-kB-GFP reporter, GFP fluorescence overnight;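 active = at least 50% inhibition at 5 µM, scaled per plate between neutral and stimulator controls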;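 also: PAF is a Pseudomonas aeruginosa culture filtrate used as stimulus; plate controls were PAF-stimulated DMSO wells for no effect and unstimulated DMSO wells for full effect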
Peg3 promoter: Peg3 promoter-driven luciferase inhibitors, primary screen, cell-based, HeLa, luciferase luminescence. HeLa PEG-Prom luciferase reporter, overnight. actives 1.7% (n = 360,000). inhibition, % at 20 µM;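 active = inhibition of at least 50% at 20 µM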
TRPM1 prom inh: inhibitors of MITF-dependent TRPM1 promoter reporter, primary screen, cell-based, SK-MEL-5, single point, luciferase; SK-MEL-5 TRPM1 promoter luciferase, 24 h; inhibition, % at 12.5 µM; actives 0.83% (n = 330,000); AID 488899, 2010;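 active = mean inhibition across replicates of 60% or more, whatever share of single replicates reaches that level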; also: values of inactives mirror those of a sister screen read the other way
EBV LMP1 NFkB: EBV LMP1-driven NF-kappaB luciferase reporter inhibitors, primary screen, cell-based, luminescence, single point. inhibition, % at 12.5 µM. LMP1-induced NF-kappaB luciferase reporter cells. actives 0.69% (n = 350,000); in the data active = inhibition above about 41%;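 also: 0% = neutral control wells and 100% = reference inhibitor control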
NR2E3 ag-1: NR2E3 agonists in two-hybrid cells, primary screen, cell-based, luminescence, CHO-S, Gal4-NCOR/VP16-NR2E3 | AID 602229, 2012 | inhibition of corepressor binding, % at 3.98 µM | luciferase | actives 0.35% (n = 360,000) | Photoreceptor-specific nuclear receptor (Homo sapiens), Q9Y5X4;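 active = inhibition above the mean of all tested compounds plus 3 SD, cut at about 70% in these data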;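 also: 0% = DMSO with NR2E3 transfected cells and 100% = cells lacking NR2E3 construct; higher means lower luciferase signal from less NR2E3 corepressor binding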
Target sequence (Q9Y5X4 whole entry, looked up, the tested form may be a part): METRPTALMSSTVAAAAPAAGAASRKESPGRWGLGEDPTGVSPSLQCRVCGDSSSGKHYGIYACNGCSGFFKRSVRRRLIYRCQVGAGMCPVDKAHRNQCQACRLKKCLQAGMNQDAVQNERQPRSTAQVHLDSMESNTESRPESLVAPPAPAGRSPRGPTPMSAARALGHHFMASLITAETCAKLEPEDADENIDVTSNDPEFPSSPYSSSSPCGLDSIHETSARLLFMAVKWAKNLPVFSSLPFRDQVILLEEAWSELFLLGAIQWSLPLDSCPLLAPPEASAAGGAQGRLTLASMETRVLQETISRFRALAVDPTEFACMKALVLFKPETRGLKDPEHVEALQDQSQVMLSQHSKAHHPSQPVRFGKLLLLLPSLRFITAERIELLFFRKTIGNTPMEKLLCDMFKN
NR2E3 ag-2: inhibitors of NR2E3-RetCOR corepressor binding, primary screen, NR2E3 agonist project, biochemical, TR-FRET, GST-NR2E3, biotin-RetCOR; 1536-well; inhibition of corepressor binding, % at 4.78 µM; actives 0.12% (n = 320,000); AID 2300, 2010;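 active = percent inhibition above the cutoff of mean plus 3 SD of all tested compounds, set per screening campaign, cut at about 20% in these data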;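 also: 0% = DMSO wells and 100% = biotin wells as full block of FRET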
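System: GST-NR2E3 and biotin-RetCOR proteins; probe or stimulus: 7 nM biotin-RetCOR; doses: compound at 4.8 µM, single dose; schedule: Compound–protein incubation for 5 h at 4 °C; detection: time-resolved FRET; read-out: percent inhibition; controls: biotin wells as high control, 0.6% DMSO wells as low control; format: 1536-well plates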
TRAIL sens C8: viability loss with TRAIL in NB7+C8 cells, primary screen, TRAIL sensitizer project, cell-based, ATPlite luminescence | inhibition (viability loss, TRAIL sensitization), % at 10 µM | actives 1% (n = 360,000) | AID 624354, 2012;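 active = compounds causing at least 50% loss of cell viability in the single-dose screen, relative to plate controls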
HIF-2a block: HIF-2a reporter inhibitors, primary screen, luminescence, 786-0 RCC cells | actives 0.72% (n = 360,000) | AID 624352, 2012 | inhibition, % at 18.8 µM | 786-0 RCC cells HIF-2a reporter, luciferase luminescence, overnight;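 active = inhibition of the luminescence signal of 40% or more relative to plate controls, in a single-dose primary screen at 18.75 µM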
Active calls of the source: *; · = no result given.

1: CC(=O)c1cccc(S(=O)(=O)NC(C)C2CC3CCC2C3)c1 (configuration not stated)
2: COc1ccc(S(=O)(=O)NCCCN2CCOCC2)cc1F
3: O=C(COC(=O)C1CCC(=O)N1)Nc1ccc(Oc2ccccc2)cc1 (configuration not stated)
4: Cc1nc2nc(-c3ccco3)nn2c(C)c1Cl
5: CC(C)=C(C#N)c1nc2ccccc2s1
6: C=CCNc1nc(NCc2ccccc2)c(C#N)c2c1CN(C)CC2
7: Cc1cnc(C(=O)NCC(=O)Nc2ccccc2Br)cn1
8: Cc1ccccc1CN1C2=NCCCN2c2ccccc21
screen / no.	1	2	3	4	5	6	7	8
iPSC survival up	0.0	0.0	2.3	1.2	-0.1	-2.0	-0.3	-1.5
KKLEB tox	-2	18	8	-2	7	-12	7	-19
Shn3 inh set2	12	-8	15	-5	-17	-43	-26	37
CF NFkB inh	14	5	15	-2	-14	-17	-29	13
Peg3 promoter	19	8	15	-15	-10	8	-32	8
TRPM1 prom inh	5	4	-10	-3	-17	-2	-5	15
EBV LMP1 NFkB	11	-1	-5	-13	-1	-55	7	-3
NR2E3 ag-1	-12	-11	-9	-3	-30	-12	10	-13
NR2E3 ag-2	2	4	-1	2	4	-2	·	-2
TRAIL sens C8	-7	-4	-3	12	8	4	6	-6
HIF-2a block	8	16	-11	-19	-15	-20	-47	14

9: O=C(Cc1nnc(NC(=O)Nc2ccccc2)s1)Nc1ccccc1
10: NC(=O)c1ccc(NC(=O)COC(=O)C23CC4CC(CC(C4)C2)C3)cc1
11: CCN1C(=O)[C@H]2[C@@H](c3ccc(-c4ccc(Cl)c(Cl)c4)c(OC)c3)N[C@@](Cc3ccccc3)(C(=O)OC)[C@H]2C1=O
12: COC(=O)C(CC(C)C)NC(=O)CNC(=O)c1ccccc1C (configuration not stated)
13: O=C(NCC1CCN(Cc2ccccc2Cl)CC1)Nc1ccccc1F
14: CCc1ccccc1NC(=O)CN(C)C(=O)CSc1nc2cc(Cl)ccc2s1
15: Nc1ccc(Oc2ccc3nc(-c4ccccc4)c(-c4ccc([N+](=O)[O-])cc4)nc3c2)cc1
16: COc1ccc2nc(SC)c(C#N)cc2c1
screen / no.	9	10	11	12	13	14	15	16
iPSC survival up	0.4	0.3	2.3	-1.2	0.7	0.6	-0.8	-0.1
KKLEB tox	-3	7	-13	1	-4	-5	1	-6
Shn3 inh set2	1	-8	16	0	14	-19	28	-5
CF NFkB inh	-1	16	34	6	19	0	-8	-4
Peg3 promoter	2	5	17	19	11	11	7	-23
TRPM1 prom inh	·	·	17	-2	-9	5	0	-11
EBV LMP1 NFkB	·	4	11	9	1	-41	-16	0
NR2E3 ag-1	-41	9	12	-10	8	3	-41	-2
NR2E3 ag-2	-2	·	1	1	-3	2	-4	0
TRAIL sens C8	-6	0	6	-4	22	-7	1	3
HIF-2a block	11	4	21	3	20	14	14	-26

Gathered by group, those above with fluorine.
2: COc1ccc(S(=O)(=O)NCCCN2CCOCC2)cc1F
13: O=C(NCC1CCN(Cc2ccccc2Cl)CC1)Nc1ccccc1F
screen / no.	2	13
iPSC survival up	0.0	0.7
KKLEB tox	18	-4
Shn3 inh set2	-8	14
CF NFkB inh	5	19
Peg3 promoter	8	11
TRPM1 prom inh	4	-9
EBV LMP1 NFkB	-1	1
NR2E3 ag-1	-11	8
NR2E3 ag-2	4	-3
TRAIL sens C8	-4	22
HIF-2a block	16	20

Later entries
17: CC1Nc2ncnc(N3CCN(c4ccccc4)CC3)c2N(Cc2ccc(Br)cc2)C1=O (configuration not stated)
18: CN(C)S(=O)(=O)c1ccc(S(=O)(=O)NC2CCOC(C)(C)C2)cc1 (configuration not stated)
19: CN(C)CCCNC(=O)C[C@H]1C[C@H](C(=O)N2CCCCC2)[C@@]2(CCc3ccccc3)c3[nH]c4ccc(Cl)cc4c3CCN2C1=O
20: O=C1ON=C(c2ccccc2)/C1=C/c1cccnc1
21: COc1ccc2c(c1)c(C(=O)N/N=C/c1cccc(O)c1)c(C)n2C
screen / no.	17	18	19	20	21
iPSC survival up	-0.9	3.3	-2.9	0.2	-1.2
KKLEB tox	6	7	-41	14	15
Shn3 inh set2	21	0	7	-4	-11
CF NFkB inh	-19	5	32	-7	-2
Peg3 promoter	39	6	95*	18	7
TRPM1 prom inh	-1	-1	105*	8	-16
EBV LMP1 NFkB	-5	3	2	2	-8
NR2E3 ag-1	-26	7	-23	7	-17
NR2E3 ag-2	3	4	·	·	-3
TRAIL sens C8	20	-14	66*	-15	-2
HIF-2a block	23	-6	81*	12	4

Reprinted at random: three compounds from above
17: CC1Nc2ncnc(N3CCN(c4ccccc4)CC3)c2N(Cc2ccc(Br)cc2)C1=O (configuration not stated)
18: CN(C)S(=O)(=O)c1ccc(S(=O)(=O)NC2CCOC(C)(C)C2)cc1 (configuration not stated)
21: COc1ccc2c(c1)c(C(=O)N/N=C/c1cccc(O)c1)c(C)n2C
screen / no.	17	18	21
iPSC survival up	-0.9	3.3	-1.2
KKLEB tox	6	7	15
Shn3 inh set2	21	0	-11
CF NFkB inh	-19	5	-2
Peg3 promoter	39	6	7
TRPM1 prom inh	-1	-1	-16
EBV LMP1 NFkB	-5	3	-8
NR2E3 ag-1	-26	7	-17
NR2E3 ag-2	3	4	-3
TRAIL sens C8	20	-14	-2
HIF-2a block	23	-6	4

This is a subset, so the mix of outcomes need not match the whole.
